# UPR CHOP act – activators of apoptotic arm of unfolded protein response (CHOP). activation, % at 10 µM. hit rate 0.34% among 330,000. CHO-CHOP luciferase reporter, UPR activation, luminescence; percent of tunicamycin response over DMSO baseline;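 active means at 10 µM dose, activation of 40% or more, normalized to positive control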;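 further: 100% = tunicamycin at 10 µg/mL and 0% = DMSO alone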
#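 Material: CHO-CHOP cells, stable luciferase reporter of PERK-eIF2a-CHOP signalling; quantity: 500 reporter cells seeded per well; buffer or medium: F12 medium containing 10% fetal bovine serum; compound: one dose, 10 µM in 0.5% DMSO; incubation: 6 h compound treatment, 37 °C; measured by: Steady-Glo luciferase luminescence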
# NR3A LBD binder – modulates the human NR3A ligand-binding domain; hit rate 2.5% among 340,000; NR3A LBD differential scanning fluorimetry, Tm shift; 0% = protein alone, 100% = glycine-bound protein; AID 1259313; Tm shift relative to glycine control, % at 25 µM;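 active means melting temperature shift of at least 10% of the positive control shift, at one fixed dose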
# TIM10 inh – inhibits growth of TIM10 yeast strain; S. cerevisiae TIM10 strain growth, BacTiter-Glo luminescence, 24 h; inhibition, % at 10 µM; hit rate 1.4% among 330,000; AID 463195;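 active means inhibition of 40% or more at the single tested concentration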;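 further: wild-type TIM10 isogenic control strain grown at permissive 25 °C; 0% = DMSO yeast wells and 100% = minimal medium wells without yeast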
# Mdm2 MdmX PPI – disrupts the human Mdm2-MdmX interaction | O15151+Q00987 | SaOS-2 split-luciferase Mdm2/MdmX complementation, luminescence | inhibition, % at 8 µM | hit rate 3% among 330,000 | AID 485346;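 active means inhibition of at least 50% at 8 µM in the primary screen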
# APJ agonist – activates the human apelin receptor APJ. P35414. CHO-K1 APJ PathHunter beta-arrestin, luminescence; 0% DMSO wells, 100% apelin. activation, % at 20 µM. hit rate 0.11% among 330,000. AID 2520;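 active means activation more than six SD over the plate average, tested at 20 µM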;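 further: 0% = DMSO alone and 100% = apelin-13 at 10 nM; some results filed as inactive read as strong as hits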
# Target sequence (P35414 whole entry, looked up): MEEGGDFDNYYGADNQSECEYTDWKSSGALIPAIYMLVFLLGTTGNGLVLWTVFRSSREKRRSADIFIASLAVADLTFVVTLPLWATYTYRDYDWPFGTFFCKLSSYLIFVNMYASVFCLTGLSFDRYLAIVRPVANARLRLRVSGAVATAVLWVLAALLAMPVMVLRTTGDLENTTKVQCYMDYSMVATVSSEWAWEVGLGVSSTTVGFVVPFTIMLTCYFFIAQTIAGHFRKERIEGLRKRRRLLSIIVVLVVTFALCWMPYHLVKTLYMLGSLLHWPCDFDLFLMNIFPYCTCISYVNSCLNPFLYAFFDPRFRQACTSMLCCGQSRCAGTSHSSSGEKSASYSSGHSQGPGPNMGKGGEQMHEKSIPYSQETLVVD
#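 Test system – PathHunter CHO-K1 APJ (AGTRL-1) beta-arrestin reporter cells · Input – 1000 cells/well · Compound – single test compound dose, 20 µM final, 1% DMSO · Times – compound stimulation 90 min at 25 °C, detection 60 min · Technique – beta-gal luminescence · Read-out basis – APJ–arrestin association signal · Control set – negative DMSO alone, positive Apelin-13 at 10 nM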
# NALP3 yeast inh – blocks the NALP3 inflammasome reconstituted in yeast; Yeast reconstituted NLRP3/ASC/caspase-1, beta-gal luminescence, 24 h; inhibition, % at 10 µM; hit rate 0.39% among 330,000; AID 2825;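 active means inhibition of 50% or more; inactive means inhibition below 50%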;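 further: plate controls were induced DMSO wells for no effect and uninduced yeast grown without galactose for full effect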
# UPR XBP1 act – activators of adaptive arm of unfolded protein response (XBP1) | AID 463104 | activation, % at 20 µM | hit rate 0.33% among 330,000 | CHO-XBP1 luciferase reporter, IRE1-XBP1 UPR activation, luminescence; percent of tunicamycin response, DMSO as zero;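 active means versus positive control, 20 µM dose yields 30% or more activation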;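 further: 100% = tunicamycin at 10 µg/mL and 0% = DMSO only wells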
#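 Assay system: CHO-XBP1 luciferase reporter cells; Schedule: 6 h treatment, 37 °C; Detection: glow luminescence from Steady-Glo reagent; Benchmarks: high control tunicamycin 10 µg/mL final, low control DMSO vehicle only.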
# tim23-1 inh – growth inhibitors of tim23-1 mutant yeast. S. cerevisiae tim23-1 growth, BacTiter-Glo luminescence, 24 h. inhibition, % at 20 µM. hit rate 1.3% among 330,000;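 active means growth inhibition of the mutant yeast at or above 50%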;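 further: temperature-sensitive mutant grown at 25 °C; plate controls were DMSO-treated mutant yeast for no effect and medium wells lacking yeast for full effect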
# tim10-1 inh – growth inhibitors of tim10-1 mutant yeast | AID 463190 | S. cerevisiae tim10-1 ts strain growth, BacTiter-Glo, 24 h | inhibition, % at 20 µM | hit rate 2.2% among 330,000;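 active means inhibition of at least 40%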;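 further: mutant grown at 25 °C; 0% = DMSO wells with yeast and 100% = wells holding no yeast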
# * = called active by the depositor; x = not tested or not shown.
SMILES,UPR CHOP act,NR3A LBD binder,TIM10 inh,Mdm2 MdmX PPI,APJ agonist,NALP3 yeast inh,UPR XBP1 act,tim23-1 inh,tim10-1 inh
CC(=O)N1CCc2c(sc(NC(=O)Cc3ccccc3)c2C#N)C1,-0.6,1.7,1.2,24.6,1.2,0.1,-1.6,10.1,12.5
C/C=C(\C)C(=O)N1CCC(C(=O)c2ccccc2)CC1,0.2,0.9,5.5,-0.3,-1.3,11.0,2.4,3.0,-0.9
Cc1ccc([N+](=O)[O-])cc1NC(=S)NC(=O)CC(C)(C)C,0.0,0.6,22.8,22.1,-0.6,17.7,0.7,41.2,43.4*
O=C(c1cc(COc2ccc(F)cc2F)on1)N1CCOCC1,5.3,1.7,11.8,-61.9,-3.1,12.7,0.2,-0.6,2.6
COc1ccc(OCC(=O)Nc2nc3cc4c(cc3s2)OCCO4)cc1,2.5,-3.5,-7.6,-1.5,2.1,11.3,-0.5,19.1,11.3
O=C(CC(c1ccccc1)c1ccccc1)Nc1ccc2c(c1)OCCO2,-0.5,-9.8,22.0,-4.8,1.1,-3.4,-0.6,0.6,18.7
Cc1cccc(Nc2ncnc(N)n2)c1,-0.4,-1.0,-10.0,-12.4,-1.0,10.4,-4.7,5.4,-20.5
CCCCn1c(N)c(N(CC(C)C)C(=O)c2ccc(N(C)S(=O)(=O)c3ccc(C)cc3)cc2)c(=O)[nH]c1=O,-0.2,1.2,8.9,-4.0,3.4,7.7,-0.9,-6.6,8.8
Cn1cnnc1SCc1ccc(C#N)cc1Cl,-0.9,2.8,6.9,1.2,0.2,12.6,-4.0,-0.5,-8.3
O=C(COC(=O)CCc1ccc(S(=O)(=O)N2CCOCC2)cc1)NCc1ccccc1,0.9,0.1,-10.0,22.9,-2.4,8.4,-1.9,2.0,3.4
CN(CC(=O)Nc1ccc(F)cc1)C(=O)COC(=O)c1ccccc1,-0.9,-0.4,7.2,11.0,-2.9,2.8,3.1,-4.1,1.4
Cc1c(C(O)CN2CCC(C(N)=O)CC2)c2ccccc2n1C (stereo not drawn),0.3,-1.8,-7.0,-3.0,-1.4,1.2,-3.8,12.3,6.4
CCOC(=O)CC(NC(=O)c1ccccc1F)c1ccc(C)cc1 (stereo not drawn),0.9,-0.4,-7.5,0.5,-0.8,7.2,0.0,7.6,29.5
O=C(Nc1cccc2ccccc12)N1CCN(Cc2ccc3c(c2)OCO3)CC1,-1.3,-1.2,1.3,-28.3,-3.1,3.2,7.3,17.2,-4.6
Cc1ccc(-c2nc3ccccc3s2)cc1NC(=O)c1cc(-n2cnnc2)ccc1Cl,7.1,0.8,-18.1,13.3,-5.6,-5.0,-1.2,-16.3,-17.1
O=C(O)CCc1ccc(S(=O)(=O)Nc2cc(C(F)(F)F)ccc2N2CCCC2)cc1,0.1,0.3,4.8,4.9,-5.1,9.0,0.1,10.4,10.6
CC1Cc2ccccc2N1S(=O)(=O)c1cccc(C(=O)Nc2cccnc2)c1 (stereo not drawn),-0.5,-0.4,-24.2,20.6,0.3,0.3,-2.5,12.0,-4.7
O=C(CCN1C(=O)C2C3C=CC(C3)C2C1=O)NC1CCCCC1 (stereo not drawn),0.5,1.2,12.4,-15.5,1.1,3.0,-4.1,13.3,17.1
CC(C)(C)NC(=O)C1CCN(C(=O)c2ccco2)CC1,1.4,-0.4,-0.7,19.6,-2.3,11.3,-1.3,-2.8,2.9
Cn1c(CSCc2ccc(Cl)c(Cl)c2)nnc1SCC(=O)Nc1nccs1,-0.5,1.9,6.2,25.1,7.5,5.0,0.1,-5.0,14.0
CCCCCCOc1ccc(N2C(=O)CC(N3CCN(C(=O)c4ccco4)CC3)C2=O)cc1 (stereo not drawn),-1.7,1.5,22.9,21.9,-1.8,17.5,-6.7,27.9,17.3
CC(C)[C@H](NC(=O)N1CCn2c1nc1ccccc12)C(=O)N[C@H](C(=O)O)c1ccccc1,-1.0,-1.8,3.0,15.3,-3.4,2.7,-3.9,6.4,18.6
CCN(CC)S(=O)(=O)c1ccc(S(=O)(=O)NCC2CCCO2)cc1 (stereo not drawn),0.7,-0.9,-8.8,-12.5,-2.3,-1.4,1.1,8.7,10.1
CC1Cc2ccccc2N1C(=O)CN(C)CC(=O)Nc1ccc(F)cc1 (stereo not drawn),-0.3,-0.8,10.6,11.6,-3.8,23.9,-1.5,32.8,11.4
CCCCNC(=O)NC(C(=O)OC)C12CC3CC(CC(C3)C1)C2 (stereo not drawn),-1.0,-1.9,-3.4,46.9,-4.2,0.2,-0.2,15.5,22.8
NC(=O)c1ccccc1NC(=O)C1CCCO1 (stereo not drawn),-0.5,-2.3,-2.6,18.6,-3.9,5.7,-0.7,-3.9,-8.1
c1ccc2oc(SCc3cn4ccccc4n3)nc2c1,2.7,0.1,5.1,-93.3,-4.5,55.7*,1.4,38.7,17.4
Cc1ccc(CN2CCN(C/C=C/c3ccc(F)cc3)CC2CCO)o1 (stereo not drawn),1.6,-0.4,-6.7,-7.6,-3.4,6.8,-2.8,-15.1,-2.4
Nc1nc(SCC(=O)Nc2ccccc2)nc2nc3c(cc12)CCCC3,5.5,-9.0,9.0,22.5,0.8,7.5,4.7,11.3,20.8
COc1ccc(OC)c(/C(O)=C/C(=O)C(=O)Nc2ccccc2OC)c1,-1.3,1.5,4.2,-3.9,-4.2,13.5,-1.0,-18.1,14.6
COc1ccc(CCNC(=O)CSc2nc(N)c3c(C)c(C)oc3n2)cc1OC,-1.7,-0.9,-2.0,16.2,-1.7,4.9,-2.8,-2.5,3.3
CN(C(=S)NC(=O)c1ccccc1)c1c(N)n(Cc2ccccc2)c(=O)[nH]c1=O,1.3,-5.8,-18.5,-9.5,-1.5,12.4,-2.9,10.9,2.4
Cc1ccc(N(C)S(=O)(=O)c2c[nH]c3ccc([N+](=O)[O-])cc23)cc1,0.0,117.0*,6.2,38.9,-1.0,17.9,-3.2,25.7,21.8
C(=C\c1ccco1)/c1nc2ccccc2[nH]1,3.0,-1.2,30.7,-30.0,-1.6,12.5,1.6,-4.1,13.7
CCOCCn1c(COc2ccccc2)nc2ccccc21,-3.2,3.2,1.5,14.9,-4.4,43.4,0.7,19.2,1.6
CCCn1c(=O)c(C(=O)N/N=C/c2ccc(F)cc2)c(O)c2ccccc21,-1.1,19.5*,-28.8,14.7,1.3,11.5,-3.5,-9.6,-26.4
CCCC(C(=O)NC1CCCC1)N(Cc1cccs1)C(=O)c1snc(C(N)=O)c1N (stereo not drawn),-0.5,-0.8,13.2,5.4,-0.7,1.9,1.4,38.7,26.6
Cc1cccc(CN2CCC(Oc3ccc(C(=O)N4CCCC4)cc3)CC2)n1,0.3,0.5,-6.2,4.2,-3.0,3.6,-2.5,2.4,-8.8
O=C(/C=C/c1ccccc1Cl)Nc1ccc2c(c1)C(=O)NC2=O,1.0,7.4,-14.1,-21.8,0.2,2.8,-0.9,-12.4,-14.4
COc1cccc(C(=O)Nc2ccc(NC(=O)C(C)(C)C)cn2)c1,-2.4,17.2*,22.8,7.9,0.9,12.7,-4.8,9.7,12.2
CSCC[C@H](NC(=O)Nc1ccc(C)cc1C)C(=O)O,-1.7,0.6,-0.2,22.4,-3.1,10.5,-3.1,8.5,4.3
CCOC(=O)c1sc(NC(=O)C(C)(C)C)cc1C,2.8,4.2,31.2,-94.6,-0.3,27.0,8.5,32.9,34.0
CC(C)c1ccc(CN2CCN(S(=O)(=O)c3ccc(Cl)s3)CC2)cc1,-1.3,0.2,20.0,12.4,-0.7,2.1,-2.7,44.7,16.7
Cn1c(=O)n(CCc2ccccc2)c2ccccc21,2.0,2.9,-1.3,-6.9,-2.1,20.0,1.4,11.2,-2.2
COc1ccccc1C(=O)Nc1c2c(nn1-c1cccc(C)c1C)CS(=O)(=O)C2,0.3,0.6,-5.2,19.6,-5.1,1.5,4.8,-6.0,12.8
COc1ccc(CC(=O)NNC(=O)c2cc(Cl)ccc2OC)cc1,0.0,0.5,-7.6,3.7,-4.9,9.8,-2.9,-6.9,-9.3
CC1=NN(c2ccc(Br)cc2)C(=O)/C1=C/c1ccc(-c2ccccc2C(=O)O)o1,-0.1,0.2,6.8,15.5,-0.4,11.0,-3.4,42.4,13.3
O=C1CCC(/C=C/c2ccccc2)=NN1,0.0,-3.5,18.8,6.5,0.0,22.8,0.3,28.5,38.3
CC1CCCN(C(=O)C2(NC(=O)Nc3cccc(F)c3)CCCCC2)C1 (stereo not drawn),0.7,-1.5,-13.7,9.7,-0.5,-4.4,-1.5,5.0,15.1
COCc1cc(CNC(=O)C2CCC(=O)N(Cc3cccc(OC)c3)C2)[nH]n1 (stereo not drawn),-0.4,-1.2,3.4,12.4,-3.2,15.9,-4.7,8.7,-2.1
CC(Sc1nnc(Nc2ccccc2)s1)C(=O)Nc1nc(-c2ccccc2)cs1 (stereo not drawn),2.4,4.0,-0.1,65.5*,-3.2,16.8,-0.1,5.1,-6.3
COC(=O)c1ccc(/C=N/NC(=O)C(=O)N2CCCCCC2)cc1,-0.9,0.9,12.2,9.0,5.1,-1.6,-3.9,17.6,24.5
CCOC(=O)c1sc(-c2ccc(Br)cc2)cc1N,3.8,15.6*,37.9,-192.4,-0.7,-63.3,5.3,29.7,67.4*
COc1ccc(CN2c3c(Br)cccc3C(=O)CS2(=O)=O)cc1,1.6,-13.4,14.1,6.7,x,x,-0.3,71.7*,42.4*
CN(C)N1C(N)=C(C#N)C(c2ccsc2)C2=C1CCCC2=O (stereo not drawn),1.5,-6.1,9.0,-7.0,-0.7,2.3,-1.6,6.7,4.1

# Random excerpt: six records from the list
SMILES,UPR CHOP act,NR3A LBD binder,TIM10 inh,Mdm2 MdmX PPI,APJ agonist,NALP3 yeast inh,UPR XBP1 act,tim23-1 inh,tim10-1 inh
COC(=O)c1ccc(/C=N/NC(=O)C(=O)N2CCCCCC2)cc1,-0.9,0.9,12.2,9.0,5.1,-1.6,-3.9,17.6,24.5
CN(C)N1C(N)=C(C#N)C(c2ccsc2)C2=C1CCCC2=O (stereo not drawn),1.5,-6.1,9.0,-7.0,-0.7,2.3,-1.6,6.7,4.1
COc1ccc(CN2c3c(Br)cccc3C(=O)CS2(=O)=O)cc1,1.6,-13.4,14.1,6.7,x,x,-0.3,71.7*,42.4*
CC(Sc1nnc(Nc2ccccc2)s1)C(=O)Nc1nc(-c2ccccc2)cs1 (stereo not drawn),2.4,4.0,-0.1,65.5*,-3.2,16.8,-0.1,5.1,-6.3
COCc1cc(CNC(=O)C2CCC(=O)N(Cc3cccc(OC)c3)C2)[nH]n1 (stereo not drawn),-0.4,-1.2,3.4,12.4,-3.2,15.9,-4.7,8.7,-2.1
CC1CCCN(C(=O)C2(NC(=O)Nc3cccc(F)c3)CCCCC2)C1 (stereo not drawn),0.7,-1.5,-13.7,9.7,-0.5,-4.4,-1.5,5.0,15.1
